ERK EGF block: qHTS Assay for Inhibitors of the ERK Signaling Pathway using a Homogeneous Screening Assay; Stimulation with EGF; Potency, µM (series often up to 11.5 µM), for inactives: top-dose activity change, negative = inhibition, most hits filed as inhibitors; 130,000 tested, 0.41% active; HEK293-V1b, EGF-stimulated phospho-ERK AlphaScreen; AID 1454, 2008; active = well fitted inhibition curve with a large enough effect; inconclusive = small, poorly fitted or top-dose-only effect, or effect the other way;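 also: plate controls were stimulated vehicle wells for no effect and unstimulated vehicle basal for full effect; nearly all actives have a fitted effect of over 55% in size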
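Homogeneous cell-based phospho-ERK assay: HEK293/V1b cells in 1% FBS, compound 30 min then EGF 5 min, AlphaScreen luminescence. Activity normalized between DMSO and 25 nM EGF controls; AC50 from Hill modelling.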
Starred values were filed as active, the others as inactive; ? = inconclusive; [ ] = remark or other dose. Potency is read from the fitted curve at half-maximal effect.

SMILES	ERK EGF block
NC(=O)c1ccc(NC(=O)CCc2nc3ccccc3s2)cc1	3%
O=C(N/N=C/c1ccco1)c1csc2c1CCCC2	-5%[57.5 µM]
C=CCc1cccc2cc(C(=O)N3CCN(c4ccccn4)CC3)c(=O)oc12	-8%[57.5 µM]
Nc1ncccc1OCc1cccc(C(F)(F)F)c1	2%
CC(NC(=O)/C=C/c1ccc(Br)cc1)c1ccc(Cl)cc1 (configuration not stated)	8%
O=C(Nc1ccc(F)cc1F)Nc1ccc(F)cc1F	6%
CC12CCC(C(=O)N(CSC(=S)N/N=C\c3ccccc3O)C1=O)C2(C)C (configuration not stated)	11%
Cc1nc(C(C)NC(=O)CCc2nnc(CCCc3ccccc3)o2)c(C)s1 (configuration not stated)	5%
O=CN1CCN(S(=O)(=O)c2ccc(Cl)c(C(=O)O)c2)CC1	-10%
Cc1c(C(=O)N2CCCc3ccccc32)sc2nc(-c3ccccc3)cn12	-7%[57.5 µM]
CC(=O)N1CCN(c2nc(-c3cccs3)nc3ccccc23)CC1	7%
COC(=O)C(C)Nc1cccc(Br)c1 (configuration not stated)	-2%[57.5 µM]
CC(C)NC(=O)CSc1nnc(CNC(=O)OC(C)(C)C)n1C	-5%[57.5 µM]
CCOC(=O)/C=c1\s/c(=C\c2sccc2C)c(=O)n1CC(=O)NCc1ccc(C)cc1	5%
Cc1cc(/C=C(\C#N)C(=O)O)c(C)n1-c1ccc(Br)cc1	-1%[57.5 µM]
Oc1cccc(/C=N/NC(=S)NCCN2CCOCC2)c1O	-22%
CN(Cc1ccc2nsnc2c1)Cc1nc(Cc2cccc(F)c2)no1	-15%
COC(=O)c1sc2cc([N+](=O)[O-])cc(SCC(C)C)c2c1N	2%
O=C(NCc1n[nH]c(=S)n1-c1ccc(Br)cc1)c1cccs1	-1%
Cc1ccc(Sc2ncnc3onc(C)c23)c(C)c1	0%
Cc1csc(NC(=O)C(NC(=O)c2ccccc2F)C(C)C)n1 (configuration not stated)	-10%
Cc1nnc(C)c2c(C)n(N)c(C)c12	-6%[57.5 µM]
CNC(=S)/N=C(/Nc1ccccc1)c1ccccc1	-15%
Cc1cc(C)n(-c2ncc3c(n2)N(C)CCOC3=O)n1	11%[57.5 µM]
CCn1c(SCC(=O)Nc2cc(C)on2)nnc1-c1ccc(OC)cc1	3%

Molecules above that contain bromine, in the order listed:
SMILES	ERK EGF block
CC(NC(=O)/C=C/c1ccc(Br)cc1)c1ccc(Cl)cc1 (configuration not stated)	8%
COC(=O)C(C)Nc1cccc(Br)c1 (configuration not stated)	-2%[57.5 µM]
Cc1cc(/C=C(\C#N)C(=O)O)c(C)n1-c1ccc(Br)cc1	-1%[57.5 µM]
O=C(NCc1n[nH]c(=S)n1-c1ccc(Br)cc1)c1cccs1	-1%

(list continues)
SMILES	ERK EGF block
c1ccc(-c2ncc3ccccn23)cc1	33%[57.5 µM]
CCCCNC(=S)NNC(=O)c1csc(C(C)C)c1	-3%
CCCc1c(C(=O)Nc2ccc(N3CCOCC3)cc2)cnn1-c1ccccc1	-10%[57.5 µM]
CCCCNC(=O)COC(=O)c1ccc(SC)cc1OC	-1%
CC(C)n1c(O)c(N=Nc2ccccn2)c2ccccc21	16%
CC(C)CN1C(=O)/C(=C(/C#N)C(=O)NC2CCCCC2)c2ccccc21	5%
COC1CCN(C(=O)CC2C(=O)NCCN2CC2CCCCC2)CC1 (configuration not stated)	-4%
COc1ccccc1-c1ccc(SCc2ccc(C)cc2)nn1	-1%
Cc1noc(NS(=O)(=O)c2ccc(NC(=O)CSc3nnc4c(n3)[nH]c3ccccc34)cc2)c1C	-4%
Cc1ccc(OCCCC(=O)Nc2ccc(S(=O)(=O)Nc3ccccn3)cc2)cc1	-3%
CCCCn1c(=S)[nH]c2c(oc3ccc(Cl)cc32)c1=O	1%
O=C(NCc1ccccc1)Nc1cccn(Cc2ccccc2)c1=O	4%
COC(=O)[C@@H]1C[C@H]1[C@@H](N)c1ccccc1	6%
Cc1cccc(CC2SC(N3CCN(c4ccccc4)CC3)=NC2=O)c1 (configuration not stated)	-5%
N#CCCn1c(=O)c(-c2ccccc2)nc2cnc(N3CCNCC3)nc21	8%
O=C(c1ccccn1)N(c1ccccc1)C1(C(=O)NC2CCCCC2)CCCCC1	-8%
COc1cc(/C=C/C(=O)O)cc(S(=O)(=O)NCCO)c1OC	-3%
Cc1ccccc1/C=C/c1nc2ccccc2c(=O)n1Cc1ccccc1	-4%
CC(C(=O)NC(C)(C)C)N1C(=O)c2cccc3cccc(c23)C1=O (configuration not stated)	-5%
CCOc1cc(/C=N/NC(=O)c2cc(-c3cccnc3)nc3ccccc23)ccc1O	-2%
CCOC(=O)CNS(=O)(=O)c1cc(-c2nnc(Nc3ccc4c(c3)OCO4)c3ccccc23)ccc1C	-11%
O=[N+]([O-])c1ccc(S(=O)(=O)NCCN2CCOCC2)cc1	2%
COc1ccc([N+](=O)[O-])cc1NC(=O)c1cccs1	6%
Cc1cc(C(=O)NNc2ccc(F)cc2)no1	-13%[57.5 µM]
Cc1ccc([N+](=O)[O-])cc1NC(=S)NC(=O)c1ccco1	4%
SMILES	ERK EGF block
COc1ccc(COc2cc(-c3cccc(OC)c3)nc3ccc(N)cc23)cc1	-6%
C#Cc1ccc([C@@H]2C=C(C(=O)N3CCN(Cc4ccc5c(c4)OCO5)CC3)O[C@H](OCC)[C@H]2CCCO)cc1	-11%[57.5 µM]
COc1cc2c(cc1OC)C(NC(=O)C(F)(F)F)C/C2=N\O (configuration not stated)	-10%
O=S(=O)(c1cccc2nsnc12)N1CCc2ccccc2C1	0%[57.5 µM]
O=C(O)c1cc(-c2cccs2)[nH]n1	5%
CCn1cc(CNC(=O)NC2CCCCC2)c(C)n1	3%
CCOc1ccccc1NC(=O)NC(=O)N(C)S(=O)(=O)c1ccc(C)cc1	-22%
O=Cc1ccc2cccnc2n1	4%
COC(=O)c1cccc(NC(=O)/C=C/c2ccc3c(c2)OCO3)c1	?
COc1ccc(CC(=O)OCC(=O)Nc2cc(S(=O)(=O)N3CCOCC3)ccc2N2CCCC2)cc1	2%
COC(=O)c1ccc(NCCC(=O)O)cc1	-3%
Cc1ccnc(NC(=O)c2cc([N+](=O)[O-])cc([N+](=O)[O-])c2)c1	2%
CCOC(=O)c1c(OCCO)noc1N	5%
Cc1ccsc1-c1n[nH]c(=S)n1CC(C)C	1%
O=C(CNC(=O)COc1ccccc1)NCCc1ccccn1	-1%
O=C(O)CCCc1ccccc1	?
CCOC(=O)C(NC(=O)c1ccccc1Cl)(Nc1ccc(C(F)(F)F)cc1)C(F)(F)F (configuration not stated)	0%
C=C(C)C(=O)Nc1cccc(C2=NOC3(C2)C[C@H](C(N)=O)N(C(=O)c2ccccc2)C3)c1 (some centres not stated)	2%[57.5 µM]
C/C(=N\NC(=O)c1cc2ccccc2cc1O)c1cc2ccccc2o1	?
CC(=O)OCC(=O)[C@@]1(O)[C@H](C)C[C@H]2[C@@H]3CCC4=CC(=O)C=C[C@]4(C)[C@@]3(F)[C@@H](O)C[C@@]21C	4%[57.5 µM]
Cc1ccc(S(=O)(=O)n2c(=O)oc3ccccc32)cc1	3%
COC(=O)c1ccc(SCC(=O)NC2CCCCC2)c([N+](=O)[O-])c1	1%
CC(C)c1ccc(C2NC(=O)CCC2[N+](=O)[O-])cc1 (configuration not stated)	-3%
CC(C)Oc1ccccc1OCCCCn1cnc2ccccc2c1=O	-1%
COc1cc(CNCCN2CCOCC2)ccc1OCC(=O)NC(C)(C)C	23%

A second format for part of the listing above:
canonical_smiles,ERK EGF block
CCOC(=O)C(NC(=O)c1ccccc1Cl)(Nc1ccc(C(F)(F)F)cc1)C(F)(F)F (configuration not stated),0%
C=C(C)C(=O)Nc1cccc(C2=NOC3(C2)C[C@H](C(N)=O)N(C(=O)c2ccccc2)C3)c1 (some centres not stated),2%[57.5 µM]
C/C(=N\NC(=O)c1cc2ccccc2cc1O)c1cc2ccccc2o1,?
CC(=O)OCC(=O)[C@@]1(O)[C@H](C)C[C@H]2[C@@H]3CCC4=CC(=O)C=C[C@]4(C)[C@@]3(F)[C@@H](O)C[C@@]21C,4%[57.5 µM]

Following part.
SMILES	ERK EGF block
Cc1cc(CNC(=O)COc2ccc([N+](=O)[O-])cc2)c2ccccc2n1	6%
CCCC1(CCC)NC(=O)N(CC(=O)c2cc(C)n(-c3ccc4c(c3)OCO4)c2C)C1=O	-10%
CCN1CCN(C(=O)c2ccccc2Nc2ccc(SC(F)F)cc2)CC1	-3%
Cc1ccc(OC(=O)COc2ccccc2C)c(-n2nc3ccccc3n2)c1	6%
CCOc1ccc(-n2cnc3c(=O)[nH]c(N)nc32)cc1	-3%[57.5 µM]
COc1ccc(CNC(=O)c2cccnc2Sc2ccc(C)c(C)c2)cc1	3%
COC(=O)[C@@]1(Cc2ccc(OC)cc2)[C@H]2c3cc(C(=O)N(C)C)n(Cc4ccc(OC)c(OC)c4)c3C[C@H]2CN1C(=O)c1ccccc1	8%
COCCn1c(=NC(=O)c2ccc3c(c2)OCCO3)sc2cc(S(N)(=O)=O)ccc21	-7%
CCOC(=O)C1=NNC2(c3ccc(Cl)cc3)C(=O)N(c3ccc(C)cc3)C(=O)C12 (configuration not stated)	0%
CC(=O)c1cccc(NC(=S)NCCC2=CCCCC2)c1	-3%
Cc1ccc(C2SCCN2C(=O)c2ccc([N+](=O)[O-])cc2)cc1 (configuration not stated)	12%
O=[N+]([O-])c1ccc(CN2CCOCCOCCN(Cc3ccc([N+](=O)[O-])cc3)CCOCC2)cc1	1%
COc1ccc(-c2nnc(SCC(=O)Nc3sc4c(c3C#N)CCC4)n2CC2CCCO2)cc1 (configuration not stated)	-9%
Cc1cc(C)cc(-n2c(C)cc(C(=S)N3CCOCC3)c2C)c1	2%
Cc1cccc(CNc2cc(-c3ccc(C(=O)N(C)C)cc3)ncn2)c1	17%
COC(C(=O)NC1CCCCCCC1)c1ccccc1 (configuration not stated)	-4%
CSC(=NC#N)N1CCN(c2ccccn2)CC1	-11%
O=C(CSc1ncnc2scc(-c3ccc(Cl)cc3)c12)NCc1ccc2c(c1)OCO2	0%
CCN(Cc1ccccc1)c1c(C(=O)O)cnc2c1cnn2C	-5%
COc1ccc(/C=C2\SC(=O)N(CCC(=O)Nc3ccccc3)C2=O)cc1OC	5%
Cc1cc(C)cc(OC(=O)C23CCC(C)(C(=O)O2)C3(C)C)c1 (configuration not stated)	-7%
CCN(CC)C(=O)CSc1nc2ccccc2c(=O)n1CCC(=O)NCCc1ccc(OC)c(OC)c1	-2%
O=C(Nc1ccccc1N1CCCCC1)c1ccc(-c2ccc(Cl)cc2)o1	6%
Nc1nc2nonc2nc1N	1%[57.5 µM]
O=C(CSc1ncccn1)N/N=C/c1ccccc1[N+](=O)[O-]	0%

Overlap with the part before: four entries; new compounds follow.
SMILES	ERK EGF block
CCN(CC)C(=O)CSc1nc2ccccc2c(=O)n1CCC(=O)NCCc1ccc(OC)c(OC)c1	-2%
O=C(Nc1ccccc1N1CCCCC1)c1ccc(-c2ccc(Cl)cc2)o1	6%
Nc1nc2nonc2nc1N	1%[57.5 µM]
O=C(CSc1ncccn1)N/N=C/c1ccccc1[N+](=O)[O-]	0%
Cc1cccc(N2CCN(C(c3ccncc3)c3nnnn3C(C)(C)C)CC2)c1C (configuration not stated)	-3%
CN(C)c1cccc2c1c(NC(=O)Nc1ccc(Cl)cc1Cl)nn2C	5%[57.5 µM]
CCOC(=O)N1CCN(C(=O)c2cc3c(=O)[nH]c4ccccc4c3s2)CC1	-4%
CC(C)N(Cc1ccccc1)C(=S)NCc1ccccc1	5%
Cc1ccc(S(=O)(=O)N2CCOC2CNC(=O)C(=O)NCc2ccco2)cc1 (configuration not stated)	3%
Cc1nc2sc(C(=O)OC(C)C)c(N)c2c(C)c1C	-1%
Cn1c(=O)oc2cc(NC(=O)CCl)ccc21	-5%[57.5 µM]
COc1cc(CCNC(C)=O)c(C(=O)/C=C/c2cccc(OC)c2OC)cc1OC	-9%
CC1CC(C)CN(C(=O)C(C)N(C)CC(=O)Nc2ccc(Cl)cc2)C1 (configuration not stated)	-5%[57.5 µM]
O=C(CCc1nc2ccccc2c(=O)[nH]1)OCc1cccc(C(F)(F)F)c1	-2%
CC1(C)[C@@H](O)CC[C@]2(C)C3C(O)C=C4[C@H]5C[C@@](C)(C(=O)O)CC[C@]5(C)CC[C@]4(C)[C@]3(C)CC[C@@H]12 (some centres not stated)	?
CN(C)C=Nc1nonc1-c1ccc(Cl)cc1	5%[57.5 µM]
O=C(CN(Cc1ccc(F)cc1)C(=O)Cn1nnc2ccccc21)NCC1CCCO1 (configuration not stated)	15%
C=C(CO)C1Cc2c(ccc3c(=O)c4c(oc23)COc2cc(OC)c(OC)cc2-4)O1 (configuration not stated)	-17%
O=C1CCCC(=O)N1c1ccc(NCCOCCO)c([N+](=O)[O-])c1	3%
CN(C)c1ccc(/C=N/NC(=O)CCC(=O)NCc2ccccc2)cc1	11%
O=C(N/N=C/c1cc(O)ccc1[N+](=O)[O-])c1ccc2c(c1)OCCO2	-5%[57.5 µM]
COc1ccc(NC(=S)NC2CCS(=O)(=O)C2)cc1 (configuration not stated)	-6%
O=C(O)CC(CNS(=O)(=O)c1cccc2nsnc12)c1ccccc1 (configuration not stated)	2%
COc1ccc(C(C)(C)C)cc1NC(=O)Nc1ccc2c(c1)OCO2	0%
Cc1cc(C)c(S(=O)(=O)Nc2cccc(/C=C/C(=O)O)c2)c(C)c1	7%
Oc1[nH]c(N=C2N=c3ccccc3=N2)c2ccccc12	-3%[57.5 µM]
O=S(=O)(Nc1nccs1)c1ccc(Br)cc1	-6%
O=C(NN1CCOCC1)c1ccc(S(=O)(=O)N2CCCCC2)cc1	39%

A draw from above in order of heavy-atom count, high to low:
SMILES	ERK EGF block
O=C(CN(Cc1ccc(F)cc1)C(=O)Cn1nnc2ccccc21)NCC1CCCO1 (configuration not stated)	15%
Cc1cc(C)c(S(=O)(=O)Nc2cccc(/C=C/C(=O)O)c2)c(C)c1	7%
CN(C)C=Nc1nonc1-c1ccc(Cl)cc1	5%[57.5 µM]

Assay outcomes from PubChem BioAssay.

An excerpt; the hit share may differ from the screen's.
